# High-throughput results from PubChem.
# HT1080 IDH1KD tx = HT-1080 IDH1 knockdown cell toxicity (counter line); HT-1080 IDH1 knockdown viability, ATP luminescence, 48 h; Potency, µM (titrated, usually from 46.1 µM), for the others: top-dose activity, negative = toxicity, usual class: cytotoxic; 360,000 compounds, 2% hits; AID 686971;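 also: potency is read from the fitted curve at half-maximal effect; 0% = DMSO wells and -100% = cell-free medium wells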
#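 IDH1KD HT-1080 cells, 750/well, RPMI + 5% FBS; compound pinned after 2 h settling; 48 h, 37 °C; CellTiter-Glo luminescence; % activity normalised to DMSO and no-cell wells; curves fitted, classed by r2 and efficacy.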
# KB-3-1 cytotox = KB-3-1 parental cell cytotoxicity; KB-3-1 viability, CellTiter-Glo ATP luminescence, 72 h; Potency, µM (doses to about 46.1 µM), for inactives: at the highest dose activity change, negative = cytotoxic, hits mostly cytotoxic; 400,000 compounds, 1.4% hits; AID 1347075; also: potency is read from the fitted curve at half-maximal effect; % is scaled to controls: 0 for no effect and ±100 for the full control effect; nearly all actives have a fitted effect of over 60% in size
#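 Screening of KB-3-1 cells (DMEM, 10% FBS, phenol-red free) ran from lowest to highest compound concentration; after 72 h at 37 °C viability was read luminescently and curves fitted.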
# D3 ag = D3 dopamine receptor (human) agonism | 410,000 compounds, 0.58% hits | max activation, % | P35462 | D3R DiscoveRx beta-arrestin cells, luminescence, 90 min; in the data active = max activation above about 30%; also: 0% is about no effect; mostly tested at two doses, the higher about 12 µM
# Target sequence (P35462 whole entry, looked up): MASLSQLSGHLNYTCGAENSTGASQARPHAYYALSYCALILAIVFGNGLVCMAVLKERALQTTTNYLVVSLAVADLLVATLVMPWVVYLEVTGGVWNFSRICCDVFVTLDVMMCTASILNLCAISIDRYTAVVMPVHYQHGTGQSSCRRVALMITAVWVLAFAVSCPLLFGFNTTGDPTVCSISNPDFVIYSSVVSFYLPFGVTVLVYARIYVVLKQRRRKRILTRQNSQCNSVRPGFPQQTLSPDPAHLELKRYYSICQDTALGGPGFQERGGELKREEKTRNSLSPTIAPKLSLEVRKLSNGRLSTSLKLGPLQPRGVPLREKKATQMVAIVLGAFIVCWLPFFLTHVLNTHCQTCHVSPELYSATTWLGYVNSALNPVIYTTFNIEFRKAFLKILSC
#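 Agonist mode: compounds and dopamine controls were applied to plated cells for 90 min at 37 degrees C after an overnight attachment at 1500 cells/well. Luminescent read-out followed 30 - 60 minutes at room temperature with DiscoveRx detection reagent.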
# MCF10A rereplic = DNA re-replication induction in MCF 10a cells. MCF 10A DNA re-replication, Hoechst nuclear intensity, 48 h. Potency, µM (highest dose often 46.1 µM), for the others: at the highest dose activity, positive = re-replication, most hits filed as activators. 350,000 compounds, 2.9% hits; also: potency is read from the fitted curve at half-maximal effect; % of control where 0% means no effect; nearly all actives have a fitted effect of over 50% in size
# IL1B secr inh = inhibitors of inflammasome signaling (IL-1 beta secretion); THP-1 LPS/ATP IL-1B secretion, AlphaLISA, 16 h; hits give low values; AID 743279; 360,000 compounds, 4.7% hits; activity change, % at 57.5 µM; in the data active = activity change below about -50%; inconclusive = mostly about -30% to -49%; also: % is scaled to controls: 0 for no effect and ±100 for the full control effect
#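 Secreted IL-1B measured by AlphaLISA bead assay after 16 h compound exposure of THP-1 cells; compounds (final up to 57.5 uM) added 1 h before LPS (250 ng/mL) and ATP (1.25 mM) stimulation; lower signal means less secretion.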
# HT1080-NT tox = kills 2HG-producing HT-1080-NT fibrosarcoma cells | HT-1080-NT fibrosarcoma viability, CellTiter-Glo ATP luminescence, 48 h | Potency, µM (doses to about 46.1 µM), for the others: top-dose activity, negative = less viability, hits mostly cytotoxic | 360,000 compounds, 1.6% hits | AID 686970;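 also: NT is the 2HG producing partner of a matched IDH1 knockdown line; potency is read from the fitted curve at half-maximal effect; 0% = DMSO-treated cells and -100% = media-only wells without cells; nearly all actives have a fitted effect of over 55% in size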
#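 Viability of the 2HG-overproducing fibrosarcoma line after 48 hours of compound exposure at 37 degrees C was determined by luminescence with CellTiter-Glo, and concentration-effect curves were then fitted and categorized.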
# SW480 rereplic = inducers of DNA re-replication in SW480 colon cancer cells; SW480 DNA re-replication, Hoechst DNA content imaging, 48 h; Potency, µM (titrated, usually from 46.1 µM), without a hit: top-dose re-replication activation, actives largely listed as activators; 340,000 compounds, 1.8% hits; AID 624297; also: potency is read from the fitted curve at half-maximal effect; % of control where 0% means no effect; nearly all actives have a fitted effect of over 55% in size
#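 DNA re-replication was detected as more nuclei of elevated Hoechst intensity after 48 hr exposure to compound (23 nL pinned per well of 250 cells).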
# GLP1R cytotox = cytotoxicity in counter-screen for GLP-1R inverse agonists | HEK293 cAMP-luciferase reporter cells, luminescence, 24 h | 410,000 compounds, 0.13% hits | Potency, µM (titrated, usually from 38.3 µM), without a hit: top-dose activity change, negative = inhibition, actives largely listed as inhibitors;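 also: loss of luciferase light is scored as toxicity; potency is read from the fitted curve at half-maximal effect; % is scaled to controls: 0 for no effect and ±100 for the full control effect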
#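 Here, cytotoxicity is scored as loss of luminescence. The MLSMR collection was tested on cells seeded in medium containing 10% Nu serum, with a 24 hr compound exposure preceded by 12 hours of culture.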
# KB-V1 cytotox = kills drug-selected multidrug resistant KB-V1 cells; KB-V1 MDR cells viability, CellTiter-Glo, 72 h; Potency, µM (doses to about 46.1 µM), without a hit: top-dose activity change, negative = cytotoxicity, actives largely listed as cytotoxic; AID 1347076; 400,000 compounds, 3.4% hits; also: potency is read from the fitted curve at half-maximal effect; % is scaled to controls: 0 for no effect and ±100 for the full control effect; nearly all actives have a fitted effect of over 60% in size
#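 qHTS viability screen in drug-selected KB-V1 MDR cells: 72 h compound treatment at 37 degrees C, ATP luminescence end point.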
# An asterisk follows results filed as active; ? = inconclusive; nt = not tested or not shown; [ ] = remark or other dose. Unless noted, calls follow the shape of the dose curve; as a rule, active = well fitted curve in the direction sought with a large enough effect; inconclusive = small, poorly fitted or top-dose-only effect, or another doubt; inactive = no such curve, though single readings can be large; an effect the other way counts as inactive or inconclusive. Hits appear at their usual frequency. Share with any hit: about 11%.
SMILES,HT1080 IDH1KD tx,KB-3-1 cytotox,D3 ag,MCF10A rereplic,IL1B secr inh,HT1080-NT tox,SW480 rereplic,GLP1R cytotox,KB-V1 cytotox
O=C(Nc1ccc(Cl)cc1)c1cc2c(Cl)nc3ccccc3c2s1,nt,20%,6,nt,nt,nt,nt,-6%,?
CC(C)NC(=O)c1nc2ccccc2s1,-14%,-14%,-12,-4%,34,-6%,-4%,0%,6%
COc1ccc(CNC(=O)c2ccc3c(c2)N(Cc2c(F)cccc2Cl)C(=O)CS3)cc1,nt,0%,4,nt,nt,nt,nt,2%,-34%
O=[N+]([O-])c1cccc(N(CC2CO2)S(=O)(=O)c2ccccc2)c1 (stereo not given),?,-5%,-3,?,-10,?,4%,177%[activator],0%
Cc1ccc(NC(=S)NC(=O)c2ccccc2)cc1NC(=S)NC(=O)c1ccccc1,9%,0%,2,11%,39,4%,7%,5%,14%
CCOC(=O)c1sc2ncn(CC(=O)N(CC)CC)c(=O)c2c1C,6%[9.24 µM],-1%,18,15µM*,-6,-3%,?,0%,-13%
Cc1ccc2cc3c(nc2c1)OCC3,29%,9%,1,-5%,-16,?,8.2µM*,-8%,23%
Cc1cc(SCC(=O)OCC(=O)NCc2ccc3c(c2)OCO3)c(C)cc1Br,-1%,8%,1,?,21,0%,?,-3%,2%
CCOC(=O)N1CCN(c2c(NCCc3ccc(C)cc3)c(=O)c2=O)CC1,13%,1%,-3,0%,18,-2%,-15%,1%,19%
O=C(CN(C(=O)CNC(=O)c1ccco1)c1ccc(F)cc1)NC1CCCC1,1%,-1%,-9,-5%,-4,15%,-3%,5%,14%
NS(=O)(=O)c1ccc(CCNC(=O)Nc2ccc(Cl)c(Cl)c2)cc1,?,-26%,-37,?,-11,-23%[9.24 µM],13%,-21%,2%
Cn1cc(C(=O)NCc2ccccc2F)cn1,13%,3%,-14,-1%,23,0%,5%,7%,2%
CC(=O)Nc1ccc(N=c2cc([N+](=O)[O-])cc(Cl)n2O)cc1,?,?,8,?,-53*,-2%,23µM*,-16%,?
COC(=O)Cc1c(C)c2ccc(OCC(=O)N(C)C)cc2oc1=O,?,-7%,-5,0%,-2,?,20%,2%,-16%
c1n[nH]c(NC2=NCCC2)n1,11%,0%,0,0%,-1,-1%,-6%,-9%,7%
O=C(NCC(c1cccs1)N1CCOCC1)c1ccc(Cl)cc1 (stereo not given),?,?,2,?,14,?,?,?,?
Fc1ccc(-c2cc(C(F)(F)F)nc(NCc3cccs3)n2)cc1,0%,-8%,-2,?,-8,-2%,14%,-2%,-27%
Nc1ccc2nc(CN3CCOCC3)[nH]c2c1,-5%,1%,-12,13%,-1,-2%,0%,0%,2%
O=C(Nc1cccnc1)c1cc(-c2ccccc2)on1,-16%,4%,-1,13%,21,-3%,8%,-12%,17%
CN(C(=O)CSc1nc(O)cc(=O)n1C1CCCC1)c1ccccc1,-2%,-6%,-6,?,-2,0%,-3%,-2%,-2%
c1ccc(Cn2ncc3c(Nc4ccccc4)ncnc32)cc1,-24%,0%,1,-1%,?,-1%,-45%[inhibitor],-6%,?
CN1CCN(c2ccc([N+](=O)[O-])cc2C(=O)N2CCCCC2)CC1,0%,-2%,-16,19%,-11,-4%,1%,-18%,-11%
CC(C)OCCCn1c(=O)c2ccccc2n2c(-c3ccccc3)nnc12,nt,10%,-5,nt,nt,nt,nt,0%,?
Cc1n[nH]c(C)c1CCc1nc2c3ccccc3nc(SCC(N)=O)n2n1,27%,22%,-5,20%,-8,7%,-6%,-2%,2%
COc1cccc(-n2nc3c(-n4ncc(C#N)c4N)nnc(C)c3c2C)c1,0%,9%,4,-180%[0.0737 µM],4,2%,-8%,-3%,-1%

# 3 compounds out of the list, sorted by molar mass, lowest first.
SMILES,HT1080 IDH1KD tx,KB-3-1 cytotox,D3 ag,MCF10A rereplic,IL1B secr inh,HT1080-NT tox,SW480 rereplic,GLP1R cytotox,KB-V1 cytotox
c1n[nH]c(NC2=NCCC2)n1,11%,0%,0,0%,-1,-1%,-6%,-9%,7%
CN1CCN(c2ccc([N+](=O)[O-])cc2C(=O)N2CCCCC2)CC1,0%,-2%,-16,19%,-11,-4%,1%,-18%,-11%
O=C(NCC(c1cccs1)N1CCOCC1)c1ccc(Cl)cc1 (stereo not given),?,?,2,?,14,?,?,?,?

# Further structures.
SMILES,HT1080 IDH1KD tx,KB-3-1 cytotox,D3 ag,MCF10A rereplic,IL1B secr inh,HT1080-NT tox,SW480 rereplic,GLP1R cytotox,KB-V1 cytotox
COc1ccc(CC(=O)O)cc1O,14%,6%,-10,11%,2,8%,2%,-49%,-10%
Cn1c(SCc2nc(-c3ccccc3)no2)nnc1-c1cccs1,3%,1%,32*,23%,3,6%,-4%,-22%,?
COCC(=O)N1CCC(Oc2ccc(C(=O)NC(C)c3nccs3)cc2)CC1 (stereo not given),19%,-3%,6,0%,2,16%,2%,-2%,12%
COc1ccc(C(=S)N2CCN(c3cccc(Cl)c3)CC2)c(OC)c1,?,6.5µM*,-25,7.3µM*,50,?,4.1µM*,-14%,-14%
Cc1ccc(SCc2[nH]nc3c2C2(C(=O)Nc4ccc(F)cc42)C(C#N)=C(N)O3)cc1 (stereo not given),?,?,-2,?,-7,?,-16%,-19%,0%
C=CCNC(=S)NNC(=O)c1cccnc1,3%,-2%,4,-25%,nt,20%,11%,-9%,0%
Cc1ccc(-c2nc(-c3cccnc3)no2)c(C)c1,-1%,0%,-2,6%,80,-12%,2%,24%,-17%
Cc1c(C(=O)OCC(=O)Nc2ccc(N3CCOCC3)cc2)oc2ccccc12,-4%,4%,-3,?,-4,-17%,-5%,-2%,-13%
O=C(c1ccco1)N1N=C(c2ccco2)CC1c1ccc(Cl)cc1Cl (stereo not given),?,?,0,23µM*,2,?,?,-2%,-1%
Oc1ccccc1/C=N/n1c2ccccc2c2ccccc21,-3%,1%,-2,14%,18,-6%,11%,8%,-12%
CCOC(=O)CCn1nc(-c2ccc(Cl)cc2)cc1N,1%,21µM*,1,4%,0,1%,2%,4%,?
O=c1c(/C=N/OCc2ccc(Cl)cc2Cl)c[nH]n1-c1cccc(Cl)n1,-1%,?,4,1%,0,-27%,-7%,18%,0%
Oc1ccc(-c2nc3ccccc3nc2-c2ccccc2)cc1,-26%,-11%,4,19%,-65*,-24%,0%,-30%,22%
O=C(CSC1CCCCC1)N1CCN(c2ccccc2)CC1,-4%,-2%,1,11%,-7,0%,1%,42%,-17%
O=[N+]([O-])c1cccc(S(=O)(=O)N2CCCCC2c2cccnc2)c1 (stereo not given),-5%,0%,29,-17%,4,5%,0%,1%,20%
COc1cc(NC(=O)Cn2cnc3c(NCc4ccccc4)ncnc32)cc(OC)c1OC,-20%,0%,-3,11%,23,-25%,-3%,-10%,-1%
C=C(Cl)COC(=O)[C@H]1C2C=CC(C2)C1C(=O)O (stereo not given in full),11%,2%,2,-2%,29,13%,-1%,-16%,19%
CCCCCCCCC1CC(C(=O)Nc2ccccc2)C(=O)O1 (stereo not given),1%,0%,-3,?,?,-6%,82%,16%,18%
COC(=O)c1ccc([C@H]2C=C(C(=O)O)O[C@@H](OCc3ccc(CO)cc3)C2)cc1,9%,10%,10,4%,7,-2%,-5%[9.22 µM],6%,18%
O=C1CCC[C@@H]2[C@H]3CCC[N+]4([O-])CCC[C@@H](CN12)[C@@H]34 (stereo not given in full),0%,-3%,4,0%,4,1%,-8%,-3%,28%
O=C(c1ccncc1)N1N=C(C2CC2)CC1(O)C(F)(F)F (stereo not given),12%,-4%,3,?,5,3%,-1%,-21%,1%
COc1cccc(CN2CCN(Cc3nc(-c4cccc(F)c4F)oc3C)CC2=O)c1,7%,0%,1,-3%,-1,5%,6%,14%,-29%
CC1CCCN(C(=O)COc2ccc(-c3ccccc3)cc2)C1 (stereo not given),-10%,-7%,-2,?,?,-16%,4%,-14%,-6%
COc1cccc2sc3ccc(NCCC4CCCN4C)cc3c(=O)c12 (stereo not given),-10%,9%,4,-27%,-70*,-17%,-2%,0%,14%
Cc1ccc(C)c(OCCCNC2CCCC2)c1C,-4%,-24%,-15,?,-8,-29%,?,-19%,-19%
# (more compounds)
SMILES,HT1080 IDH1KD tx,KB-3-1 cytotox,D3 ag,MCF10A rereplic,IL1B secr inh,HT1080-NT tox,SW480 rereplic,GLP1R cytotox,KB-V1 cytotox
COc1cc(NC(=O)CN(C)S(=O)(=O)c2ccc3nc(C)sc3c2)cc(OC)c1,7%,1%,4,-10%,-3,4%,-6%,12%,-28%
O=C(NCCCc1ccccc1)c1ccc(-n2cncn2)c([N+](=O)[O-])c1,-2%,-2%,5,0%,11,2%,1%,-18%,-28%
Cc1cc(C)n(-c2ccc(C(=O)OCc3ccccc3)cc2)n1,10%,-14%,-4,-1%,0,18%,0%,19%,-6%
CO/N=C/c1ccc(N2CCN(C(=O)c3cccc(C(F)(F)F)c3)CC2)c([N+](=O)[O-])c1,?,?,52*,8%,-23,-4%,?,-30%,10µM*
COc1cc2c(cc1OC)C(c1ccc(-c3ccccc3Cl)o1)=NCC2,13µM*,0%,13,?,-92*,?,?,1%,-15%
O=C(O)CCCn1cc(NC(=O)c2sc3ccccc3c2Cl)cn1,9%,12%,5,1%,1,-1%,-6%,8%,0%
CCOc1ccc(S(=O)(=O)N2CCCC(C(=O)NCc3ccncc3)C2)cc1C (stereo not given),-23%,-22%,-1,?,-3,-5%,-55%[inhibitor],-8%,-9%
C=CCn1c(=O)c2ccccc2n2c(SCC(C)=O)nnc12,-11%,-16%,5,-19%,-12,2%,-32%[inhibitor],-2%,2%
Cc1noc(C)c1NC(=O)N(C)C[C@@H]1OCc2cn(nn2)CCCC(=O)N([C@H](C)CO)C[C@H]1C,11%,-9%,-5,nt,18,14%,nt,5%,48%
